IDE cell activ = IDE (human) activation, cell-based; AID 493087; actives 0.073% (n = 340,000); HEK cells, FAbeta-B cleavage, fluorescence polarization; 0% vehicle, 100% cell-free pure enzyme wells; activation, % at 5.96 µM; P14735;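 active = activation above the mean of all tested compounds plus 3 SD, set per screening campaign, cut at about 17% in these data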
CRFR2-BP ag = CRF-BP/CRF-R2 complex agonism | HEK293 CRF-R2/CRF-BP, calcium dye fluorescence (FLIPR); percent of saturating CRF peptide response | activation, % at 13.2 µM | actives 0.46% (n = 350,000) | AID 588473;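 active = activation of at least 50%, plus an integration ratio under a set limit after plate pattern correction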;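 note: plate controls were neutral control wells without compound for no effect and CRF at EC100 for full effect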
IDE inh = inhibitors of human insulin-degrading enzyme in cells | actives 0.41% (n = 320,000) | HEK cells, FAbetaB cleavage, fluorescence polarization | inhibition, % at 5.59 µM | P14735;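 active = percent inhibition above the average of all tested compounds plus 3 SD, set per screening campaign, cut at about 16% in these data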;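 note: IDE supplied by intact live HEK cells; FP after avidin binding of uncleaved biotin substrate so inhibition keeps polarization high; 0% = DMSO wells and 100% = 60 µM reference IDE inhibitor Ii1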
MEKK3 PB1 HTS = modulators (inhibitors or enhancers) of MEK5 binding to human MEKK3 PB1 domain | bead-based flow cytometry, Alexa488-MEK5 binding to MEKK3; actives lie on both sides; 0 = blocked by unlabeled MEK5, 100 = vehicle | Q99759 | actives 1.4% (n = 290,000) | binding response (% of control), % at 10 µM;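 active = binding response more than 3 SD above or below the average of its plate-row segment, actives on both sides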;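 note: Alexa488 bead fluorescence after subtracting the streptavidin-only scavenger bead signal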
PHOSPHO1 block = PHOSPHO1 (human) inhibition | inhibition, % at 13.3 µM | recombinant PHOSPHO1, absorbance phosphatase assay | actives 1.1% (n = 290,000); in the data active = inhibition above about 60%
M4 PAM = potentiates acetylcholine response at human M4 receptor. CHO-K1 hM4/Gqi5, Fluo-8 calcium fluorescence, ACh EC20; 0% = ACh EC20, 100% = maximal ACh. activation, % at 3 µM. actives 0.4% (n = 360,000). AID 624126;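 active = activation above its plate's cutoff, the mean activation of sample wells plus 3 SD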; note: some results filed as inactive read as strong as hits
CRFR2-BP antag = CRF-BP/CRF-R2 complex antagonism | HEK293 CRF-R2/CRF-BP, CRF-induced calcium fluorescence | inhibition, % at 11.8 µM | actives 0.59% (n = 350,000) | AID 588475;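 active = inhibition of the ligand-induced calcium signal above about 50% at the single tested concentration, limit read from the data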
p-CIP stab down = p/CIP protein destabilization. Q05BA5. F442A p/CIP-EGFP cells, EGFP fluorescence, 16 h. decrease of EGFP signal, % at 10 µM. actives 0.01% (n = 290,000). AID 1984;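 active = EGFP signal decrease of at least 30% at 10 µM or well 3 SD below plate mean, unless failing retest; inactive = the rest, including hits failing retest or dose response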; note: some compounds called inactive have numbers as strong as hits; many of its hits are not listed in these tables
Target sequence (Q05BA5 1-1403): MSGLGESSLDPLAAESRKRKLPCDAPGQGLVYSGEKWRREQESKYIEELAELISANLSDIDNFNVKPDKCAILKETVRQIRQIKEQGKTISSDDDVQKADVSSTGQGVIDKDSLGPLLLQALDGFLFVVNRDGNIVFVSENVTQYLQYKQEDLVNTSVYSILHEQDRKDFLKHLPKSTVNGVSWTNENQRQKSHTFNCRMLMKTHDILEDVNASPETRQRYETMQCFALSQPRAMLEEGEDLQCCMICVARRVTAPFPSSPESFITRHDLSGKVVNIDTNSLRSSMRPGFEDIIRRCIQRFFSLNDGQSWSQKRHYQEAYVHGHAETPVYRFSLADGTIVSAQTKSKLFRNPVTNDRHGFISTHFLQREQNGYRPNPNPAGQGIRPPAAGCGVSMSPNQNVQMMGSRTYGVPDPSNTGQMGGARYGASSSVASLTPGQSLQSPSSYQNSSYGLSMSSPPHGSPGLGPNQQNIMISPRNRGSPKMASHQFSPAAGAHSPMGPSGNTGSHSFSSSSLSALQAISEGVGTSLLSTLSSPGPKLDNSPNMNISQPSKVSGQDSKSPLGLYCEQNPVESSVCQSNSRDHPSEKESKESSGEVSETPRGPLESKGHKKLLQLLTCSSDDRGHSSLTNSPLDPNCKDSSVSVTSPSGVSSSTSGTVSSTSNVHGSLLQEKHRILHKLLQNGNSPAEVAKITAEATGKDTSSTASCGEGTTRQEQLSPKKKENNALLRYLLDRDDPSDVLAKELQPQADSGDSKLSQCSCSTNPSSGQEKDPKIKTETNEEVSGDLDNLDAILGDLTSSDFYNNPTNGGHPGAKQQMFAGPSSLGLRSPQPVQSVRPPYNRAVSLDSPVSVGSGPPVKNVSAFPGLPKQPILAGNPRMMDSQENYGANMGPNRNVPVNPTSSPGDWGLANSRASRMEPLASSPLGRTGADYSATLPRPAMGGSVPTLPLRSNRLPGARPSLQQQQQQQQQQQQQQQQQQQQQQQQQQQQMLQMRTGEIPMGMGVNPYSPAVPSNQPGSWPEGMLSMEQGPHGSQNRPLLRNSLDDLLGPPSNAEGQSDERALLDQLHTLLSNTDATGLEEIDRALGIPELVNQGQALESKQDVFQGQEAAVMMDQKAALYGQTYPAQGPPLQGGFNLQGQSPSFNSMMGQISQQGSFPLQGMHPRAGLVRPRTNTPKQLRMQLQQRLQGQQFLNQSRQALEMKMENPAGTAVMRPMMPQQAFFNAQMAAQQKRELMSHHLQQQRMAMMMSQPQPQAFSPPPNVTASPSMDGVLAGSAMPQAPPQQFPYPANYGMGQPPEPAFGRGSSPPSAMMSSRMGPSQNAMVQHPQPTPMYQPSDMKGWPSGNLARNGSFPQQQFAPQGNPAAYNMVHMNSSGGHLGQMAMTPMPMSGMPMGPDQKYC
GalR3 antag = antagonists of human GalR3 | actives 0.44% (n = 360,000) | O60755 | inhibition, % at 3 µM | HEK293 GalR3-CNG cAMP membrane potential fluorescence; galR3 body fused to GalR1 C-terminus;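 active = inhibition above the screen-wide average plus 3 SD, cut at about 13% in these data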;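 note: forskolin and galanin both at EC90 stimulate the cells; cAMP rise reported by CNG channel membrane potential dye signal; 0% = forskolin plus galanin with DMSO and 100% = forskolin alone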
The depositor's hits bear a star; . = no result given. A portion of the library; count on the stated rates, not on these rows.

entry | Molecule | IDE cell activ | CRFR2-BP ag | IDE inh | MEKK3 PB1 HTS | PHOSPHO1 block | M4 PAM | CRFR2-BP antag | p-CIP stab down | GalR3 antag
1 | Nc1nnc(P(c2ccccc2)c2ccccc2)s1 | 10.6 | 0.1 | 8.5 | 95.0 | 28.1 | 5.8 | 3.2 | 5.5 | -2.4
2 | COc1ccc(CCNC(=O)c2c(N)n(CCN3CCOCC3)c3nc4ccccc4nc23)cc1OC | -2.3 | 1.3 | -0.4 | 95.0 | 15.4 | -21.2 | 12.0 | 7.9 | -3.7
3 | CCCn1c(C)cc(C=O)c1C | 1.7 | -2.0 | 0.8 | 99.0 | 53.2 | 4.6 | -1.0 | 2.2 | -7.7
4 | CCc1cc2c(cc1-c1csc(C/C(N)=N/O)n1)C(C)(C)CCC2(C)C | . | -0.4 | . | . | . | -0.9 | 2.0 | . | -1.0
5 | Cc1ncoc1C(=O)NCC1=C(c2ccc3ccccc3c2)C[C@@H]2CC[C@H]1N2Cc1ccco1 | . | 0.0 | . | . | . | -1.9 | 8.4 | . | -7.0
6 | Cc1cc(S(=O)(=O)NCC(C)C)ccc1OCC(=O)N1CCN(Cc2ccccc2)CC1 | 3.7 | -0.3 | -1.5 | 111.0 | 5.0 | -6.6 | -12.1 | -3.9 | -5.5
7 | CS(=O)(=O)N1CCCC(C(=O)N2CCC3(CC2)OCCO3)C1 (stereo not given) | -3.6 | 5.6 | 7.0 | 97.0 | 16.2 | 5.6 | 4.4 | -15.9 | -2.9
8 | CCOC(C(=O)OCC(O)CN(CC)CC)(c1ccccc1)c1ccccc1 (stereo not given) | 6.5 | 0.3 | 5.5 | 106.0 | 10.2 | -3.3 | -6.0 | 3.7 | -8.1
9 | CC(=O)O[C@H]1C(=O)[C@@]2(C)C([C@H](OC(=O)c3ccccc3)[C@]3(O)C[C@H](OC(=O)[C@H](O)[C@@H](NC(=O)Cc4ccccc4)c4ccccc4)C(C)=C1C3(C)C)[C@]1(OC(C)=O)CO[C@@H]1C[C@@H]2O (stereo not given in full) | 1.2 | 1.3 | 1.0 | 100.0 | 2.7 | 0.2 | -11.2 | 11.4 | -4.3
10 | Cn1c(O)c(C=NCCN2CCN(C(=O)Nc3ccccc3)CC2)c(=O)n(C)c1=O | . | -1.3 | 0.6 | 95.0 | 33.1 | 1.4 | -1.0 | 1.5 | -4.4
11 | CCCN(CCC)C1Cc2cc(OC)c(OC)cc2C1 | 0.3 | -1.1 | -1.6 | 109.0 | . | -15.2 | -11.9 | . | .
12 | CN=C1CN(O)C(c2ccccc2)c2cc(Cl)ccc2N1 (stereo not given) | 3.4 | 1.9 | . | . | . | -0.3 | 2.4 | . | -1.0
13 | O=C1C2CCN(CC2)[C@@H]1Cc1ccc2ccccc2c1O | 0.0 | -1.5 | 2.3 | 101.0 | -10.9 | -23.0 | 3.3 | 4.9 | 1.9
14 | O=Cc1cn(Cc2ccccc2[N+](=O)[O-])c2ccccc12 | -0.5 | 1.2 | 0.4 | 98.0 | -8.6 | -8.4 | -9.4 | -10.0 | -2.1
15 | COCc1cc(OC(=O)N(C)C)nc(-c2ccc(C)c(Cl)c2)n1 | 2.6 | 0.9 | -1.4 | 103.0 | 20.3 | -0.7 | -15.6 | -3.8 | -2.2
16 | c1cc2c(cc1[C@H]1OC[C@H]3[C@@H]1CO[C@H]3c1ccc3c(c1)OCO3)OCO2 | -1.1 | -1.4 | 6.8 | . | . | 12.6 | 6.4 | . | -7.5
17 | CCCCN1C(=N)C(CC)(CC)C(=O)NC1=O | 6.6 | 0.3 | -4.6 | 102.0 | -9.4 | 4.6 | -5.5 | 2.2 | -3.4
18 | C/C=C(\C)C(=O)OC1C(C)=C2C(C1OC(=O)CCCCC)C(C)(OC(C)=O)CC(OC(=O)CCC)C1(O)C2OC(=O)C1(C)O (stereo not given) | . | . | -0.6 | 104.0 | 13.0 | . | . | -19.6 | .
19 | COC(=O)C1=C(c2cc3ccccc3s2)C[C@@H]2CC[C@H]1N2C(=O)NCc1ccc(C(F)(F)F)cc1 | 0.4 | 0.5 | 3.4 | 107.0 | . | -15.5 | 11.2 | . | -10.2
20 | Cc1ccccc1C1=NCC(=S)Nc2ccc(Cl)cc21 | -2.1 | 0.7 | 5.7 | 94.0 | -29.1 | 11.2 | -22.3 | -11.0 | -6.7
21 | CN1CC2([N+](=O)[O-])CC=C(Cl)C([N+](=O)[O-])(C1)C2 (stereo not given) | 1.6 | 0.6 | 2.4 | 100.0 | -13.8 | 10.0 | -10.3 | -5.2 | -0.3
22 | COc1ccc(CN2C(=O)NC(=O)/C(=C/c3ccoc3)C2=O)cc1 | -35.0 | 9.9 | 26.6* | 95.0 | 36.4 | -5.2 | 51.3* | -36.1 | 0.3
23 | CC(C)(C)C(=O)c1cn(Cc2ccccc2)c2ccccc12 | 0.3 | 1.6 | 5.0 | 103.0 | 4.1 | -5.1 | -9.2 | -18.1 | -9.7
24 | CC(Cc1ccccc1)NC(=O)CCCCC(=O)NC(C)Cc1ccccc1 (stereo not given) | 4.7 | 1.8 | 7.0 | 106.0 | -2.1 | -1.5 | -3.4 | 2.7 | -6.5
25 | CCN(CC)C(=O)c1ccc(NC(=O)CCCSc2ccccc2)cc1 | -8.5 | -2.1 | 4.4 | 109.0 | 36.2 | -9.5 | -2.9 | 0.2 | -0.9
26 | CC(Cc1ccc(O)cc1)NCC(O)c1ccc(O)c(O)c1 (stereo not given) | . | 0.9 | . | . | . | 3.3 | 13.8 | . | -9.3
27 | COC(=O)C1=C(c2ccc(F)cc2F)C[C@@H]2CC[C@H]1N2C(=O)NCCOc1ccccc1Cl | -3.5 | 0.4 | -1.5 | . | . | -1.5 | 8.8 | . | .
28 | O=C(NC(=S)N1CC1)c1ccccc1 | . | 4.7 | . | . | . | 3.5 | 14.7 | . | 6.3
29 | CC(=O)c1c(O)n(C)c(=S)n(-c2ccccc2)c1=O | 5.2 | 0.8 | 7.0 | 100.0 | 28.1 | 23.3 | -4.4 | 9.1 | -2.2
30 | C=C(C=O)CC1CC(O)[C@]2(C)OC3CC4OC5C[C@]6(C)O[C@]7(C)CCC8OC9C[C@]%10(C)OC%11C(C)=CC(=O)OC%11CC%10OC9C[C@@H](C)C8OC7CC6O[C@]5(C)CC5OC5C4OC3CC2O1 (stereo not given in full) | 0.9 | 11.4 | 0.0 | 103.0 | 34.6 | 6.9 | -10.3 | -32.7 | .

By substructure, the compounds so far containing fluorine (two)
entry | Molecule | IDE cell activ | CRFR2-BP ag | IDE inh | MEKK3 PB1 HTS | PHOSPHO1 block | M4 PAM | CRFR2-BP antag | p-CIP stab down | GalR3 antag
19 | COC(=O)C1=C(c2cc3ccccc3s2)C[C@@H]2CC[C@H]1N2C(=O)NCc1ccc(C(F)(F)F)cc1 | 0.4 | 0.5 | 3.4 | 107.0 | . | -15.5 | 11.2 | . | -10.2
27 | COC(=O)C1=C(c2ccc(F)cc2F)C[C@@H]2CC[C@H]1N2C(=O)NCCOc1ccccc1Cl | -3.5 | 0.4 | -1.5 | . | . | -1.5 | 8.8 | . | .

Compound profiles, from the list above. Order of screens: IDE cell activ | CRFR2-BP ag | IDE inh | MEKK3 PB1 HTS | PHOSPHO1 block | M4 PAM | CRFR2-BP antag | p-CIP stab down | GalR3 antag
O=C(NC(=S)N1CC1)c1ccccc1 is listed as . | 4.7 | . | . | . | 3.5 | 14.7 | . | 6.3
CC(=O)c1c(O)n(C)c(=S)n(-c2ccccc2)c1=O is listed as 5.2 | 0.8 | 7.0 | 100.0 | 28.1 | 23.3 | -4.4 | 9.1 | -2.2

In the list so far, these have a Cl atom.
entry | Molecule | IDE cell activ | CRFR2-BP ag | IDE inh | MEKK3 PB1 HTS | PHOSPHO1 block | M4 PAM | CRFR2-BP antag | p-CIP stab down | GalR3 antag
12 | CN=C1CN(O)C(c2ccccc2)c2cc(Cl)ccc2N1 (stereo not given) | 3.4 | 1.9 | . | . | . | -0.3 | 2.4 | . | -1.0
15 | COCc1cc(OC(=O)N(C)C)nc(-c2ccc(C)c(Cl)c2)n1 | 2.6 | 0.9 | -1.4 | 103.0 | 20.3 | -0.7 | -15.6 | -3.8 | -2.2
20 | Cc1ccccc1C1=NCC(=S)Nc2ccc(Cl)cc21 | -2.1 | 0.7 | 5.7 | 94.0 | -29.1 | 11.2 | -22.3 | -11.0 | -6.7
21 | CN1CC2([N+](=O)[O-])CC=C(Cl)C([N+](=O)[O-])(C1)C2 (stereo not given) | 1.6 | 0.6 | 2.4 | 100.0 | -13.8 | 10.0 | -10.3 | -5.2 | -0.3
27 | COC(=O)C1=C(c2ccc(F)cc2F)C[C@@H]2CC[C@H]1N2C(=O)NCCOc1ccccc1Cl | -3.5 | 0.4 | -1.5 | . | . | -1.5 | 8.8 | . | .

Next part:
entry | Molecule | IDE cell activ | CRFR2-BP ag | IDE inh | MEKK3 PB1 HTS | PHOSPHO1 block | M4 PAM | CRFR2-BP antag | p-CIP stab down | GalR3 antag
31 | COC(=O)C1=C(c2cccc(OC)c2OC)C[C@@H]2CC[C@H]1N2C(=O)NCCCOC(C)C | 1.7 | -1.1 | 1.4 | 102.0 | . | 3.1 | -0.1 | . | -6.5
32 | Fc1ccccc1CNCCc1ccc2c(c1)OCO2 | 4.9 | 0.3 | -1.3 | 108.0 | 3.8 | -1.8 | 0.7 | -6.3 | -9.4
33 | Cn1cccc1CNCCc1ccc(F)cc1 | 5.4 | 0.0 | -10.5 | 95.0 | -10.5 | 5.8 | 0.8 | -10.6 | -2.9
34 | O=C1NC(=O)C2(Cc3c(nc4ccccn4c3=O)N3CCCCCC32)C(=O)N1Cc1ccccc1 (stereo not given) | -2.5 | -1.3 | -1.6 | 97.0 | -41.8 | 4.1 | 14.7 | -16.7 | -0.9
35 | Cc1cc(O)c2c3c(c(=O)oc2c1)CCC(C)C3 (stereo not given) | 3.4 | 0.5 | -2.4 | 110.0 | 13.9 | -7.2 | -4.2 | 5.0 | -10.4
36 | O=C1NC(=O)C(=Cc2ccc(N3CCOCC3)o2)C(=O)N1 | -11.1 | 17.4 | 13.4 | 107.0 | 10.8 | 3.1 | -15.6 | -26.9 | -4.8
37 | Cc1ccc(/C=C2/C(=O)NC(=O)N(CCc3ccc(F)cc3)C2=O)s1 | -3.4 | 8.9 | 3.9 | 104.0 | 0.1 | -1.3 | -51.8 | -1.0 | -10.9
38 | CCC(=NCc1ccco1)c1c(O)n(-c2ccc(Cl)cc2)c(=O)[nH]c1=O | 0.1 | 0.6 | -6.7 | 100.0 | 32.7 | 2.5 | -31.5 | 0.5 | -3.5

High-throughput results: PubChem BioAssay, several laboratories
